CAL PDZ FP-1 = inhibitors of human CAL PDZ peptide binding. inhibition, % at 24.9 µM. purified CAL PDZ, TMR-peptide fluorescence polarization, 1 h. 300,000 compounds, 0.92% hits. AID 602252;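 active means mean inhibition of at least 30% with at least half of replicates also reaching 30%; inconclusive means no clear call, values can overlap the other calls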;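 further: 0% = DMSO neutral control and 100% = excess unlabeled competitor peptide PRC23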
PvdQ inh = blocks Pseudomonas aeruginosa PvdQ acylase activity; inhibition, % at 10 µM; 340,000 compounds, 0.063% hits; purified PvdQ acylase, fluorescence plate reader; in the data active means inhibition above about 30%, passing the limit was not always enough; inconclusive means no clear call, values can overlap the other calls;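 further: 0% = vehicle neutral wells and 100% = reference inhibitor wells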
PfHsp90 yeast 2 = reduces growth (ATP signal) of yeast expressing P. falciparum Hsp90; S. cerevisiae expressing PfHsp90, BacTiter-Glo ATP, 48 h; yeast lacking PDR1 and PDR3 efflux regulators; inhibition, % at 9.4 µM; 310,000 compounds, 0.32% hits; AID 504621;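 active means every replicate shows inhibition above about 80%, whatever the replicate mean, limit read from the data; inconclusive means mean inhibition reaches the set limit but some replicate falls short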;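 further: 0% = DMSO neutral controls and 100% = 20 µM radicicol positive controls; yeast relying on Plasmodium falciparum Hsp90 in place of its own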
dFosB act = activators of mouse delta FosB homodimer; purified delta FosB, TAMRA-CDK5 oligo fluorescence polarization; percent of positive-control signal above neutral wells; 340,000 compounds, 0.99% hits; activation, % at 25 µM;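 active means mean activation above about 17%, with every replicate also reaching it, limit read from the data, passing the limit was not always enough; inconclusive means only one of the two conditions met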;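 further: fluorescence polarization rise as delta FosB binds a TAMRA Cdk5 AP-1 oligo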
SR-BI DiI-HDL act = activators of SR-BI mediated HDL lipid uptake. activation, % at 12.5 µM. AID 504775. 320,000 compounds, 0.096% hits. CHO ldlA[mSR-BI] cells, DiI-HDL uptake fluorescence, 3 h; 100 = double the neutral-control signal;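 active means mean replicate activation of at least 60% and every replicate at or above 60%; inconclusive means mean or all-replicate condition met, but not both; inactive means mean below 60% and not all replicates reaching 60%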;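 further: 0% = median plate neutral-control signal and 100% = twice that signal; values of inactives mirror those of a sister screen read the other way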
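Material: SR-BI-overexpressing, LDLR-lacking CHO cells; schedule: compound exposure 3 h, 37 °C; reagent: DiI-labelled HDL at 10 µg/mL final; technique: bottom-read fluorescence, 550/595 nm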
CAL PDZ FP-2 = human CAL PDZ-peptide interaction inhibition; Q9HD26; purified CAL PDZ, TMR-peptide fluorescence polarization, 1 h; inhibition, % at 20 µM; 330,000 compounds, 0.02% hits; AID 504414;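 active means highest replicate inhibition of at least 40%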;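 further: plate controls were DMSO neutral control wells for no effect and unlabeled competitor peptide control wells for full effect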
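System: tagged CAL PDZ domain. Schedule: 1 h room-temperature incubation prior to read. Signal: fluorescence polarization (mP). Measure: percent inhibition from loss of millipolarization.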
MITF act = MITF TRPM1 promoter activation in melanoma cells; activation, % at 12.5 µM; AID 588334; SK-MEL-5 TRPM1-promoter luciferase, 24 h; % of positive control, neutral wells = 0; 300,000 compounds, 0.75% hits;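 active means mean activation of at least 80% with every replicate also reaching 80%; inconclusive means mean reaches 80% but some replicate falls short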;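 further: 0% = neutral control wells and 100% = parthenolide positive control wells; values of inactives mirror those of a sister screen read the other way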
SR-BI DiI inh = blocks mouse SR-BI lipid uptake from DiI-HDL. 320,000 compounds, 0.96% hits. ldlA[mSR-BI] CHO cells, DiI-HDL uptake fluorescence, 3 h. AID 488896. inhibition, % at 12.5 µM;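 active means mean replicate inhibition of at least 70% and a set share of replicates each scoring 70 or more; inconclusive means meets just one of the two criteria; inactive means fails both criteria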;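 further: 0% = median of neutral control wells and 100% = median of positive control wells; values of inactives mirror those of a sister screen read the other way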
NSD2 inh = NSD2 (human) methyltransferase inhibition; O96028; NSD2 peptide methylation, AlphaScreen, 120 min; inhibition, % at 12.5 µM; 310,000 compounds, 0.54% hits; in the data active means inhibition above about 50%
Target sequence (O96028 whole entry, looked up): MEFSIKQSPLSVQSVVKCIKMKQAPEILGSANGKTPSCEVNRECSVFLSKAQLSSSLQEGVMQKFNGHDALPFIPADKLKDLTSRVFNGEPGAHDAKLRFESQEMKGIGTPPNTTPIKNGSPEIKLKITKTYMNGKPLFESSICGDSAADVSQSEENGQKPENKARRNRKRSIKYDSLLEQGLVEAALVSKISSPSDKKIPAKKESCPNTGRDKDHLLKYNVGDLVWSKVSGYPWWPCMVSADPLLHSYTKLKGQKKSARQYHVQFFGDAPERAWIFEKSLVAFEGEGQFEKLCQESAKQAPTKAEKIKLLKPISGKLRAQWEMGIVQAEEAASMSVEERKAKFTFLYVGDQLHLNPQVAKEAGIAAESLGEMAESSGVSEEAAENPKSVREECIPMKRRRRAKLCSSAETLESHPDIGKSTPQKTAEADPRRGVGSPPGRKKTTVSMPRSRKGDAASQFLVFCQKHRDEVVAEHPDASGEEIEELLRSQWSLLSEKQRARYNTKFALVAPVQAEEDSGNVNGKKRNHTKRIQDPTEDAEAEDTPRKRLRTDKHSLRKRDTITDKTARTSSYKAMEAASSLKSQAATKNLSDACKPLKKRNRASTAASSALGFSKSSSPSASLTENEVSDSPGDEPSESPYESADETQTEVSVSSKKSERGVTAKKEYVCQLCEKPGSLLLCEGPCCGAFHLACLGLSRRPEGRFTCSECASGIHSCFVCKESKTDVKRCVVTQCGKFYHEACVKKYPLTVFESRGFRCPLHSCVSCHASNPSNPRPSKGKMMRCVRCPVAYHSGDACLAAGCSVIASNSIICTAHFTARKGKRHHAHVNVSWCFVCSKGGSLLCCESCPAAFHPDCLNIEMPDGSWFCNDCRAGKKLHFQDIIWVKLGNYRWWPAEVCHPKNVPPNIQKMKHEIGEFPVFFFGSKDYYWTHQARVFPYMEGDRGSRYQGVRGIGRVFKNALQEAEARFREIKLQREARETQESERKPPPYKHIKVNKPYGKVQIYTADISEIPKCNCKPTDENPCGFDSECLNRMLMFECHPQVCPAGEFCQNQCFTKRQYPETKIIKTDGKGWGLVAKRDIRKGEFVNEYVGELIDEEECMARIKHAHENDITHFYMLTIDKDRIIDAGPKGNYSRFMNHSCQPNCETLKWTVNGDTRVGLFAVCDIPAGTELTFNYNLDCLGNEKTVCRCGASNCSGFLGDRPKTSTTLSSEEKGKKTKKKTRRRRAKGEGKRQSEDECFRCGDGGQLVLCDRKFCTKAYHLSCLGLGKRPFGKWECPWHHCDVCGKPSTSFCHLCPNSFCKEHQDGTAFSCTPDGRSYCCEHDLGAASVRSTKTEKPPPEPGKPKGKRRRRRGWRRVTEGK
Rtt109 HAT inh = blocks Candida albicans Rtt109/Vps75 acetyltransferase activity. inhibition, % at 34.9 µM. AID 540336. 330,000 compounds, 0.16% hits. Q5AAJ8. purified Rtt109/Vps75, ThioGlo CoA-SH fluorescence, 4 h;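 active means inhibition of at least 50% in every replicate; inconclusive means best replicate reaches 50% inhibition but some replicates fall short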
Active calls of the source: *; ? = inconclusive; / = not tested or not shown.

compound	SR-BI DiI-HDL act	CAL PDZ FP-1	PvdQ inh	SR-BI DiI inh	NSD2 inh	Rtt109 HAT inh	PfHsp90 yeast 2	MITF act	CAL PDZ FP-2	dFosB act
CS(=O)(=O)c1ccc(C(=O)NNC(=O)c2cc(-c3ccccc3)n[nH]2)cc1	34	/	-6	-34	3	-4	-6	-4	-1.1	-7
Cc1ccc2c(c1)C(=O)N1[C@H]3c4cc(C)ccc4OC[C@@H]3[C@H](c3ccccc3)[C@]1(C)C(=O)N2	2	2	-2	-2	/	-4	-109	-21	-1.4	3
CCn1c(NCc2cc(OC)ccc2OC)nc2ccccc21	-3	-2	-6	3	6	-1	2	2	0.4	2
O=C(CSc1nnc(-c2ccc(S(=O)(=O)N3CCCC3)cc2)o1)NCc1ccccc1	/	-4	6	/	4	-11	-2	/	-0.7	15
COC(=O)C(NC(=O)c1ccc(C)cc1)(Nc1cccc(C)n1)C(F)(F)F (stereo unspecified)	21	-7	-17	-21	5	0	5	8	-1.3	-4
CCc1cc2c(COC(=O)c3c(C)noc3C)cc(=O)oc2cc1O	/	4	0	/	-2	-15	16	10	-1.1	-3
COc1ccc(-c2cc(C(=O)N/N=C/c3ccc(OC)c(COCC(F)(F)C(F)F)c3)c3ccccc3n2)c(OC)c1	-80	-1	12	80*	-1	-10	6	-4	-0.4	-6
O=C(NCC(c1ccco1)N1CCc2ccccc2C1)c1ccccc1Cl (stereo unspecified)	8	-3	-4	-8	27	-2	/	-3	-3.0	-7
Oc1c(Cl)cc(Cl)cc1/C=N/c1nccs1	-5	0	-16	5	5	2	30	1	-1.5	5
COc1ccccc1NC(=O)NCCN1CCN(C(=O)Nc2ccccc2OC)CC1	-72	-7	1	?	-5	21	0	-6	-0.3	-3
O=C(O)/C=C/C(=O)Nc1ccccc1C(=O)Nc1ccccc1	0	3	6	0	12	17	-1	3	-0.3	-3
COc1ccc(CC(=O)OCC(=O)N2CCCc3ccccc32)cc1	-24	-9	-15	24	-1	-4	14	4	-1.4	-5
CCn1nc(NC(=O)c2ccco2)c2cc3ccccc3nc21	18	/	3	-18	-29	-19	-3	1	-3.6	5
CCOc1ccc(Oc2ccc(NC(=O)[C@@H](NC(N)=O)[C@@H](C)CC)cc2)cc1	1	-3	2	-1	-2	2	-15	7	0.0	31*
O=C1NC(c2ccccc2)=C(c2nc3ccccc3s2)C(c2ccc(O)cc2)N1 (stereo unspecified)	34	/	-14	-34	/	5	31	-22	-3.3	-22
O=C1CSC(c2ccccn2)N1c1cccc(Cl)c1 (stereo unspecified)	-7	-3	-16	7	0	1	-7	-5	-2.9	-3

Profiles as entered above. Order of values: SR-BI DiI-HDL act | CAL PDZ FP-1 | PvdQ inh | SR-BI DiI inh | NSD2 inh | Rtt109 HAT inh | PfHsp90 yeast 2 | MITF act | CAL PDZ FP-2 | dFosB act
Results for CCOc1ccc(Oc2ccc(NC(=O)[C@@H](NC(N)=O)[C@@H](C)CC)cc2)cc1 = 1 | -3 | 2 | -1 | -2 | 2 | -15 | 7 | 0.0 | 31*
Results for O=C1CSC(c2ccccn2)N1c1cccc(Cl)c1 (stereo unspecified) = -7 | -3 | -16 | 7 | 0 | 1 | -7 | -5 | -2.9 | -3

Later entries:
compound	SR-BI DiI-HDL act	CAL PDZ FP-1	PvdQ inh	SR-BI DiI inh	NSD2 inh	Rtt109 HAT inh	PfHsp90 yeast 2	MITF act	CAL PDZ FP-2	dFosB act
CCSc1nnc(-c2ccc(Cl)cc2)c2ccccc12	-29	-3	-15	29	0	-16	5	/	-0.1	5
COCCCNc1oc(COc2ccc(Cl)cc2Cl)nc1C#N	-38	-4	5	38	-1	8	2	12	0.2	3
CCn1c(N)c(C(=O)NCc2cccnc2)sc1=S	-2	3	-11	2	-1	-3	8	3	-2.5	-5
COc1ccc(NC(=O)N(C)C[C@H]2Oc3ccc(NC(=O)C4CCCCC4)cc3C(=O)N([C@H](C)CO)C[C@@H]2C)cc1	-12	-1	-11	12	/	7	8	-5	-0.8	-7
O=S(=O)(Nc1ccc(F)cc1)N1CCOCC1	/	/	-12	/	1	4	-1	-15	-0.7	-2
O=C(NCCc1c[nH]c2ccccc12)C1CCC(Cn2c(=S)[nH]c3ccccc3c2=O)CC1 (stereo unspecified)	-47	-1	-13	47	0	4	-36	2	0.7	2
CSc1nnc(-c2ccc(S(=O)(=O)N3CCOCC3)cc2)n1C	/	1	-6	/	-4	0	6	8	-1.3	-3
O=C(CCN1CCN(c2ccccc2)CC1)NNC(=S)Nc1ccccc1	/	-13	-19	/	/	-3	-5	15	3.9	1
CN(Cc1ccccc1)C(=O)c1ccc(Cl)c([N+](=O)[O-])c1	10	-2	10	-10	-1	11	10	2	-0.9	6
Cc1nc(SCC(=O)NCCc2ccc(Cl)cc2)nc(C)c1C	9	-2	5	-9	-1	/	-16	-4	-1.2	-10
CCOc1ccccc1NC(=O)C(C)CC (stereo unspecified)	12	-2	-1	-12	-3	5	3	-8	0.1	4
C=Cn1cc[n+](CC(=O)c2ccc(OC)c(OC)c2)c1	-6	1	-15	6	-7	-3	-13	-4	0.6	-2
O=C(c1ccncc1)N1CCN(c2ccc(F)cc2)CC1	/	-1	-11	/	-2	9	1	-10	-2.8	-2
CC1CN(CCCOc2ccc([N+](=O)[O-])cc2)CC(C)O1 (stereo unspecified)	-29	-7	4	29	1	0	-5	0	0.0	3
O=C(c1cc(Cl)nc2ccccc12)N1CCc2ccccc2C1	-1	-1	-4	1	1	2	8	-8	-0.4	-6
Cc1ccnc(SCC(=O)c2cc3ccccc3o2)n1	-1	0	14	1	0	25	-16	4	1.4	-13
CC(C)N(C)C(=O)CCc1nnc(CCc2c[nH]c3ccccc23)o1	26	-4	-14	-26	-2	/	2	-6	-1.0	3
O=C1c2ccccc2NC(c2ccccc2)N1CCCN1CCOCC1 (stereo unspecified)	-6	-10	-11	6	-1	3	-17	-1	0.0	-9
COc1cccc(-c2ncc3ccccc3c2COC(=O)N(C)C)c1	-6	-3	2	6	/	5	15	7	-0.5	-1
NNc1nc(-c2ccccc2)cs1	-7	-2	11	7	2	/	10	-3	-0.1	-9
O=C(NNc1c2ccccc2nc2ccccc12)c1ccccc1O	-72	-2	-15	?	7	-3	13	13	0.7	-1
COc1ccc(NC(=O)CSc2nc3c(c(=O)n2-c2ccc(F)cc2)SCC3)c(OC)c1	-28	0	2	28	1	16	-1	/	-0.6	-8
CC(C)NC(=O)C(=O)NCCN1CCN(C(=O)c2ccc(C(C)(C)C)cc2)CC1	-9	/	-1	9	-4	8	-12	-4	-0.5	-7
CC1(CCc2ccccc2)NC(=O)N(CC(=O)Nc2ccc3c(c2)OCCO3)C1=O (stereo unspecified)	-1	/	-6	1	1	5	10	1	0.2	-9
O=C(NC1CCCCC1)C1(c2ccccc2)CC1(Cl)Cl (stereo unspecified)	18	0	-15	-18	-5	/	9	-5	-2.5	0
COC(=O)c1[nH]c2c(c1C(=O)OC)CCc1ccccc1-2	-23	-10	-19	23	2	-7	-2	-13	0.5	-4
COc1ccc(/C(C)=N/NC(=O)CNC(=O)Cc2ccccc2)c(OC)c1	17	/	-11	-17	2	-4	2	/	0.1	1
CS(=O)(=O)N1CCc2cc(C(=O)N3CCN(c4cccc(Cl)c4)CC3)ccc21	-8	4	-2	8	-2	2	-1	5	-3.0	-13
COc1ccc(-n2c(C)nc3c(cnn3-c3ccc(C)c(C)c3)c2=O)cc1	-45	/	-1	45	/	1	4	41	-1.0	-12
COc1ccc(/C=C(/NC(C)=O)C(=O)O)cc1	31	-2	4	-31	-2	6	9	5	-0.2	4
COc1ccc(C(=O)N2CCc3[nH]nc(-c4ccccc4)c3C2)cc1	-6	4	-18	6	1	3	3	-5	-0.9	-21
CC(=O)c1c(C)[nH]c(=S)c(C#N)c1-c1ccc(F)cc1	-7	5	-9	7	0	-2	-10	-1	0.0	-7
N#Cc1ccc(CN2C(=O)NC3(CCCCCC3)C2=O)cc1	/	/	-9	/	1	-7	-33	-11	0.0	-8
COC(=O)C(C)N=Cc1ccccc1 (stereo unspecified)	28	0	-10	-28	-4	-13	/	1	-0.5	1
N#Cc1ccc(C23OCCN2CCn2c3c3ccccc3[n+]2[O-])cc1 (stereo unspecified)	-3	-3	-6	3	/	-16	-23	-26	-1.2	-2
O=C(/C=C/c1ccc(Cl)cc1)NC(=S)Nc1ccc(CN2CCOCC2)cc1	-40	-4	-16	40	-1	-9	-5	-6	-1.3	-5
CCSc1nnc(-c2ccc(S(=O)(=O)N3CCOCC3)cc2)n1CC1CCCO1 (stereo unspecified)	-1	/	1	1	-2	9	/	-1	-0.9	-3
OC(C#CCN1CCOCC1)(c1ccccc1)C1CCCCC1 (stereo unspecified)	1	11	-10	-1	1	0	16	4	1.1	-11
CSc1scc2c1-c1nc(SCC(=O)C(C)(C)C)ncc1CC2	-36	-8	-18	36	-6	-11	1	/	-2.6	-6
CCOc1cccc(N2C(=O)CC(n3cnc4ccccc43)C2=O)c1 (stereo unspecified)	-2	-3	-7	2	-3	-7	2	2	0.4	-2
COc1cc(C(=S)N2CCOCC2)ccc1O	9	9	-9	-9	48	-6	-18	-18	0.0	-6
O=C(O)c1ccccc1-c1ccccc1C(=O)NCc1ccccc1Cl	9	0	1	-9	0	2	-11	/	0.8	-1
O=C(NCCc1ccccn1)c1nc(Cn2cc(Br)cn2)no1	6	10	-1	-6	-1	2	-2	-9	-2.6	-3
Cc1cc(C)c2[nH]c(=O)c(C(c3nnnn3CC3CCCO3)N3CCC(C)CC3)cc2c1 (stereo unspecified)	9	4	-8	-9	/	3	18	/	-1.6	-14
O=C(Nc1ccc2oc(-c3ccccc3)nc2c1)c1ccncc1	-41	-3	-9	41	0	-4	16	19	-2.6	-30
CCOC(=O)C1CCCN(C(=O)c2ccc(S(=O)(=O)NCc3ccco3)cc2)C1 (stereo unspecified)	-1	-5	5	1	0	17	-12	-5	-2.4	2
COc1ccccc1Nc1ncnc2c1c(C)c(C)n2CCCN(C)C	-16	-6	-7	16	9	1	-1	/	0.9	10
CC1=C(C#N)C(=O)OC(C)(C)C1	12	-1	1	-12	-8	-24	3	-8	-0.8	-17
Cc1c(C(=O)O)nn(-c2ccccc2)c(=O)c1C#N	19	/	-2	-19	/	3	-8	11	0.9	-11
O=C(O)C(Cc1ccccc1)NS(=O)(=O)c1ccc2c(c1)OCCO2 (stereo unspecified)	19	1	0	-19	0	0	6	-8	-1.6	-4

Compound activity: PubChem, Broad Institute
